KCNK3 block = human KCNK3 channel inhibition, primary screen | CHO-KCNK3 thallium flux, FluxOR fluorescence; hits give low values | actives 0.84% (n = 340,000) | O14649 | AID 602410 | B-score at 10 µM;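 active means B-score under library mean minus 4 SD, starting fluorescence ratio at most library mean plus 5 SD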;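 further: more negative B-score means stronger inhibition of thallium flux through KCNK3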
KCNK9 inh = human KCNK9 channel inhibition | Q9NPC2 | HEK293 KCNK9, FluxOR thallium flux fluorescence; hits give low values | B-score at 10 µM | actives 1.2% (n = 310,000) | AID 488922;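 active means ratio B-score over 3 SD below the library mean, with starting fluorescence within 5 SD of its mean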;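 further: negative B-score means less thallium flux so channel inhibition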
GSK3 alpha inh = blocks human GSK-3 alpha kinase. inhibition, % at 10 µM. ADP-Glo luminescence, 60 min. actives 0.1% (n = 320,000). P49840;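 in the data active means inhibition above about 50%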;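 further: GST-tagged GSK-3 alpha with peptide substrate and 25 µM ATP; 0% = DMSO neutral wells and 100% = GW8510 positive control wells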
RGS4 act = RGS4 potentiation or activation; B-score at 10 µM; HEK293 M3R/inducible RGS4, carbachol calcium flux Fluo4; hits give low values; actives 0.92% (n = 310,000); AID 463111;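 active means B-score of the integrated calcium signal more than 4 SD below the library mean, with starting fluorescence not abnormally high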;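 further: negative B-score means reduced calcium response which marks RGS4 activation or potentiation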
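test system = M3R-expressing HEK293 line, RGS4 induced by doxycycline | probe or stimulus = carbachol at ECmax as muscarinic agonist stimulus | timing = dye loading 30 min 37 °C, buffer rest 30 min RT | signal = calcium dye Fluo4 fluorescence | evaluation = B score from integrated fluorescence ratio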
GSK3B inh = blocks human GSK3beta kinase activity | P49841 | GST-GSK3beta kinase, ADP-Glo luminescence, 60 min; hits give low values | activity score (negative = inhibition), % at 10 µM | actives 0.038% (n = 300,000);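 active means more than half of replicate wells score below -50%, meaning over 50% inhibition versus plate controls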;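 further: 0% = median DMSO wells and -100% = median GW8510 positive control wells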
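Assay system: GST-fused GSK3beta enzyme, cell-free / Medium: Tris pH 7.5 buffer with MgCl2, DTT, BSA, heparin / Also added: peptide substrate plus 25 µM ATP (final) / Compound: 10 µM single point / Timing: kinase reaction with compound 60 min at room temperature / Detection: ADP-Glo luminescence / Benchmarks: DMSO neutral wells and GW8510 at 20 µM as positive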
PolyA inhibitor = blocks polyadenylation in yeast reporter cells | S. cerevisiae SKY197-pL101 polyadenylation reporter, beta-gal luminescence; efflux-impaired pdr1/pdr3 knockout yeast; score 100 = 6 SD above DMSO | calls only at 12 µM | actives 0.02% (n = 300,000);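 active means lowest replicate activity score at least 50, where 100 means six control SD above control mean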;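 further: yeast exposed to compound for 9 h at 30 °C; higher score means more reporter readthrough which indicates perturbed polyadenylation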
KCNQ1 pot = human KCNQ1 channel potentiation or activation. P51787. CHO-K1 KCNQ1, thallium flux FluxOR fluorescence; hits give high values. B-score at 10 µM. actives 0.35% (n = 310,000). AID 2648;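 active means fluorescence ratio B-score, a plate-corrected score, at least three library SD, with initial intensity B-score within 5 SD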
Target sequence (P51787 whole entry, looked up): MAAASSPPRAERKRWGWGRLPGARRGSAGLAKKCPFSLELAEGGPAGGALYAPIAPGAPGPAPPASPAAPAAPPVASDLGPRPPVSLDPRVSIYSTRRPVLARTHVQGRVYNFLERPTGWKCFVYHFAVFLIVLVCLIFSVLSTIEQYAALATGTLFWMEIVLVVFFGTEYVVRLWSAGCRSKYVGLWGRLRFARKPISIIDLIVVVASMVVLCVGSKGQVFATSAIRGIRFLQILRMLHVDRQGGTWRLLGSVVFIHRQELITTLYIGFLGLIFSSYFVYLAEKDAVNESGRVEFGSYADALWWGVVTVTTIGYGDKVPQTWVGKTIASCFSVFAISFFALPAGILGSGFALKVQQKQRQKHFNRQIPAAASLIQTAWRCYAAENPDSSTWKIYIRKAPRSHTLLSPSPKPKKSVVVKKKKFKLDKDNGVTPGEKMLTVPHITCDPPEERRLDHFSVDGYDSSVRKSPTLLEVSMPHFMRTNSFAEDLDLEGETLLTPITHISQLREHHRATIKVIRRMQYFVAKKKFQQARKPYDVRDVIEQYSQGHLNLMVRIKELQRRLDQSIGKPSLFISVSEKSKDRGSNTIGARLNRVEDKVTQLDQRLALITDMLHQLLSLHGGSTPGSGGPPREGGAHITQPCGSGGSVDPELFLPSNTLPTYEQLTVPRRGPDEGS
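Assay system: stable KCNQ1 CHO-K1 line; medium: assay buffer, equal DMSO in all wells; timing: 90 min dye loading and 20 min compound exposure, both at room temperature; technique: kinetic FluxOR thallium fluorescence, 10-s 1-Hz baseline, 110-s post-stimulus read; read-out basis: B score of baseline-normalized fluorescence ratio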
Dyrk1A ADPGlo = Dyrk1A (rat) kinase inhibition; Q63470; ADP-Glo luminescence, NFATc1 peptide; inhibition, % at 12.5 µM; actives 0.43% (n = 310,000); in the data active means inhibition above about 50%;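 further: plate controls were vehicle with enzyme for no effect and no enzyme for full effect; many of its hits are not listed in these tables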
RGS4 block = inhibitors of human RGS4; HEK293 M3R/RGS4 inducible, Fluo-4 calcium flux; hits give high values; triggered by carbachol at its EC20; actives 0.45% (n = 310,000); P49798; B-score at 10 µM;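 active means B-score, a plate-corrected calcium signal, over three deviations above library mean, with baseline fluorescence within five deviations of library mean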;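 further: RGS4 expression induced by doxycycline in cells with stable M3 receptor; B-score is computed from the integrated fluorescence ratio over baseline after carbachol; higher B-score means a larger calcium signal and so more RGS4 inhibition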
Target sequence (P49798 whole entry, looked up): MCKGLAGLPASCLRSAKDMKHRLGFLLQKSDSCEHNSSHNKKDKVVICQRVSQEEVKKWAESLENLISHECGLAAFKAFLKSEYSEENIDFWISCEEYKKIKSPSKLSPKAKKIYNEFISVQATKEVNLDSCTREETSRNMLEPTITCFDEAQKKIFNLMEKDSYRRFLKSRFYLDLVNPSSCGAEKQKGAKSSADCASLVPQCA
KCNQ1 block = blocks the human KCNQ1 potassium channel; P51787; CHO-K1 KCNQ1, FluxOR thallium flux fluorescence; hits give high values; B-score at 10 µM; actives 1.3% (n = 310,000); AID 2642;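 active means compounds whose thallium flux B-score, printed positive for inhibition, exceeds three library SD while starting fluorescence stays within three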;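 further: channel opened by potassium depolarization with thallium stimulus after 20 min compound exposure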
hERG rescue = compounds protecting human hERG from proarrhythmic drug block | Q12809 | CHO-hERG, FluxOR thallium flux, dofetilide IC70 present | activation (rescue from dofetilide block), less the hit threshold, % at 10 µM | actives 0.51% (n = 310,000);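 active means activation above the mean of controls blocked by dofetilide plus 5 SD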;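 further: thallium influx through hERG after potassium depolarization seen as dye fluorescence rise; in these data hits start at about 4.7%; inactives centre near -7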
* hit, by the source's call; i = inactive; . = no result given. Not all compounds are listed, so the mix of outcomes need not match the whole.

SMILES	KCNK3 block	KCNK9 inh	GSK3 alpha inh	RGS4 act	GSK3B inh	PolyA inhibitor	KCNQ1 pot	Dyrk1A ADPGlo	RGS4 block	KCNQ1 block	hERG rescue
CC1CN(C(=O)c2cc3cc(Cl)ccc3[nH]2)CC(C)O1 (stereo not drawn)	i	i	-1.1	i	-4.2	i	i	-6.7	i	i	-6.5
CCN(C(=O)COC(=O)c1c(NC(C)=O)sc(C)c1C)C1CCS(=O)(=O)C1 (stereo not drawn)	i	i	-0.3	i	-1.0	i	i	0.3	i	i	-7.6
Cc1nc(NCCc2ccccc2F)c(C#N)c(C)c1[N+](=O)[O-]	i	i	1.6	i	15.6	i	i	-1.3	i	i	-0.4
CCOC(=O)N1CCN(c2ncnc3c2cnn3-c2ccc(Cl)cc2)CC1	.	i	.	i	2.2	i	i	.	i	i	-2.8
CCOc1ccc(C(=O)NCC(=O)N2CCN(C/C=C/c3ccccc3)CC2)cc1OCC	i	i	-3.1	-7.16*	2.8	i	i	2.5	i	i	-10.7
CC(C)CN1CCC(=O)N(CCSc2ccc(Br)cc2)CC1	i	i	3.7	i	1.2	i	i	11.1	i	i	-5.6
Cc1cc(C)n(C2CC(=O)N(c3ccccc3)C2=O)n1 (stereo not drawn)	i	i	-4.0	i	0.7	i	i	-0.7	i	i	-4.5
CC/C(=N/NC(=O)CCC(=O)Nc1ccccc1OC)c1ccccc1	i	i	-2.7	i	-1.4	i	i	2.5	i	i	-4.1
CCOC(=O)c1ccccc1NC(=O)c1ccccc1N(C)S(C)(=O)=O	i	i	-0.7	i	1.9	i	i	5.7	i	i	-3.0
CCCCC(=O)Nc1ccc(C(=O)c2ccccc2)cc1	i	-6.81*	2.2	i	-2.6	i	i	-4.6	i	i	-17.5
Cc1nnc(SCC(=O)Nc2ccc(F)cc2)n(N)c1=O	i	i	-0.7	i	-2.6	i	i	.	i	i	-4.3
CCOC(=O)c1[nH]c(C)c(C(=O)NCCc2ccc(OC)cc2)c1C	i	i	-1.0	i	3.9	i	i	6.3	i	i	-3.9
COc1cc(NC(=O)Cc2cccc3ccccc23)c(C(=O)O)cc1OC	i	i	-3.8	i	3.0	i	i	-4.6	i	i	-9.9
CC1CC1C(=O)Nc1cc(S(=O)(=O)N2CCOCC2)ccc1N1CCCC1 (stereo not drawn)	i	i	-0.8	i	-3.1	i	i	-4.3	i	i	-0.5
Cc1ccc(SCC(=O)c2ccc[nH]2)cc1	i	i	-2.1	i	0.3	i	i	.	i	i	-3.1
Clc1ccc(CSCCc2ccncc2)cc1	i	i	7.4	i	2.0	i	i	-0.8	i	i	-6.3
COc1ccc(-c2cnnc(N/N=C/C(C)=C/c3ccccc3)n2)cc1	.	i	-0.7	i	1.5	i	i	.	i	i	-5.4
NC(=O)N1CCc2ccccc21	i	i	-2.4	i	0.6	i	i	18.1	i	i	-5.2
Cc1ccc(NC(=O)COC(=O)CCc2ccc(S(=O)(=O)N3CCOCC3)cc2)cc1C	i	i	-0.4	i	2.1	i	i	-6.1	i	i	-8.3
O=C(NCc1ccco1)C(c1ccncc1)N(CCC1=CCCCC1)C(=O)Cn1nnc2ccccc21 (stereo not drawn)	i	i	0.7	i	0.8	i	i	0.1	i	i	-9.7
Cc1cc(Br)ccc1NC(=O)CN(C)C(=O)CN1C(=O)NC2(CCCC2)C1=O	i	i	-3.4	i	0.7	i	i	-2.3	i	i	-8.7
COc1cc(C(=O)OCC(=O)c2cc(C)n(CC3CCCO3)c2C)ccc1OCC(=O)N1CCOCC1 (stereo not drawn)	i	i	1.5	i	2.6	i	i	-3.1	i	i	-5.5
Cc1cccc(COc2ccc(/C(O)=C3\C(=O)C(=O)N(CCN(C)C)C3c3ccncc3)cc2)c1 (stereo not drawn)	i	i	-2.1	i	0.3	i	i	.	i	i	-9.6
CCOC(=O)C1=C(c2ccccc2)N=C2SCC(=O)N2C1c1ccc2c(c1)OCO2 (stereo not drawn)	i	i	-0.4	i	-0.7	i	i	7.2	i	i	-6.7
COC(=O)CN(c1nc(C)c(Cl)c(OC)n1)S(=O)(=O)c1ccc(C)cc1	i	i	-1.5	i	-1.0	i	i	4.2	i	i	-8.2
COC(=O)c1[nH]c2cccc(OC)c2c1NC(=O)C(C)N1CCC(C)CC1 (stereo not drawn)	.	i	-1.5	i	.	i	i	.	i	i	-6.3
CCC(=O)NCCc1c[nH]c2ccccc12	i	i	0.3	i	3.6	i	i	-8.1	i	i	-8.3
CCOC(=O)c1[nH]c2ccc(OC)cc2c1NC(=O)CN1CCc2ccccc2C1	i	i	-1.9	i	1.5	i	i	-1.0	i	i	-11.1
CCOc1ccc(CC(=O)NCc2cn3c(C)csc3n2)cc1	i	i	-4.2	i	-3.0	i	i	-1.8	i	i	-8.2
Clc1ccc(Cl)c(OCc2cc(-c3ccccc3Cl)on2)c1	i	i	-1.6	i	1.7	.	i	-3.9	i	i	-3.1
CCOc1nc(OCC)nc(N2CCC(C)CC2)n1	i	i	-1.4	i	-0.3	i	i	-5.5	i	i	-13.2
COc1ccc(C2/C=C\CN(C(=O)C3CCCC3)[C@H](Cc3ccccc3)C(=O)N2Cc2ccc(F)cc2)cc1 (stereo partly drawn)	i	i	0.9	i	3.2	i	i	-1.3	i	i	-3.6
CCOC(=O)c1nnc(-c2ccccc2)[nH]c1=O	i	i	-2.2	i	-5.9	i	i	3.7	i	i	-8.6
CCCCC(c1nnnn1CCOC)N1CCN(c2cccc(OC)c2)CC1 (stereo not drawn)	i	i	.	i	6.1	i	i	-1.7	i	i	-11.8
COc1ccc(NC(=O)C2CC(c3cc(OC)c(OC)c(OC)c3)=NO2)cc1OC (stereo not drawn)	i	i	5.2	i	1.7	i	i	-0.4	i	i	-11.6
CCOc1ccccc1N1CCN(C(=S)NCc2ccc(Cl)cc2)CC1	-9.04*	i	0.3	i	0.9	i	i	13.8	i	i	-12.1
CC1Cc2ccccc2N1Cc1cccc([N+](=O)[O-])c1 (stereo not drawn)	-13.5*	i	0.6	i	-1.2	i	i	-1.1	i	i	-6.9
Cc1ccccc1Nc1nnc(SCc2nc3ccccc3c(=O)[nH]2)s1	.	i	-3.7	i	3.7	i	i	.	i	i	-6.2
O=C(O)C1CCCCC1C(=O)Nc1ccccn1 (stereo not drawn)	i	i	0.6	i	-0.7	i	i	-8.2	i	i	-5.6
Cc1cc(CNCc2c(C(=O)N3CCCCCCC3)nc3ccc(Cl)cn23)nn1C	i	i	-2.5	i	1.3	i	i	-0.4	i	i	-12.8
CC1CCN(CC(O)COCCC23CC4CC(CC(C4)C2)C3)CC1 (stereo not drawn)	i	i	1.0	i	1.5	i	i	1.8	i	7*	-8.7
CC1CCN(CC(=O)Nc2cc(C(F)(F)F)ccc2Cl)CC1	i	i	0.0	i	1.7	i	i	2.9	i	i	-8.8
COc1ccc(C(C(=O)NC(C)(C)C)N(CCc2ccc(OC)c(OC)c2)C(=O)CCC(=O)Nc2cc(C)on2)cc1 (stereo not drawn)	i	i	-1.6	i	1.8	i	i	-2.2	i	i	-5.5
O=C(Cc1cccc2ccccc12)Nc1c(F)cccc1F	i	i	1.5	i	1.5	i	i	-4.6	i	i	-1.5
O=C(CN1C(=O)CSC1=O)N1CCCC(Nc2ccc(F)cc2)C1 (stereo not drawn)	i	i	0.1	i	0.3	i	i	14.2	i	i	-9.2
NC(N)=NS(=O)(=O)c1ccc(NC(=S)NC(=O)Cc2ccc(Cl)cc2)cc1	i	i	-3.5	i	-4.9	i	i	6.1	i	i	-7.2
CCCn1nc(NC(=O)CC(C)C)c2cc3ccccc3nc21	i	i	2.5	i	2.2	i	i	1.0	i	i	-4.4
c1cnc2c(c1)ncc1cscc12	i	i	.	i	-3.2	i	i	.	i	i	-5.4
COc1ccc(/C=N/NC(=O)CSc2n[nH]c(=O)[nH]c2=O)cc1	i	i	0.0	i	2.7	i	i	-4.1	i	i	-3.0
CC(C)(C)c1ccc(OC(=O)Nc2ccc(O)c(C(=O)O)c2)cc1	i	i	-1.3	i	0.7	i	i	1.2	i	i	-9.4
C/C(N)=C(/C#N)C(=O)COC(=O)CNS(=O)(=O)c1ccc(C)cc1	i	i	-3.1	i	-8.8	i	i	-5.2	i	i	-15.1
CC(=O)c1c(C)n(-c2ccccc2)c2ccc(O)cc12	i	i	1.1	i	-3.5	.	i	-3.7	i	i	-13.5
COc1ccc(CC(=O)NNS(=O)(=O)c2cccc([N+](=O)[O-])c2)cc1OC	i	i	-0.8	i	0.4	i	i	-3.0	i	i	-2.4
CCc1ccccc1N1C(=O)C2CC=CCC2C1=O (stereo not drawn)	i	i	-0.4	i	-2.5	i	i	-9.6	i	i	-3.8
COCCNS(=O)(=O)c1ccc2c(c1)C(=O)c1cc(S(=O)(=O)NCCOC)ccc1-2	i	i	-0.4	i	1.9	i	i	-15.2	i	i	-14.1
CC(C)(C)c1ccc(C2CC2C(=O)N/N=C\c2ccc[nH]2)cc1 (stereo not drawn)	i	i	0.1	i	4.0	i	i	1.8	i	i	-17.0
Cc1cccc2c1-c1sc(C(=O)Nc3cccnc3)cc1CO2	i	-7.21*	-0.4	i	0.2	i	i	-5.6	i	i	-11.2
Fc1ccc(-c2[nH]ncc2CN(CC2CCC2)CC2CCCO2)c(F)c1 (stereo not drawn)	i	i	-0.4	i	2.9	i	i	-1.7	i	i	-5.9
Oc1nc(Nc2cccc(Cl)c2)sc1/C=C1\C=Nc2ccccc21	i	i	-1.6	i	0.2	i	i	3.2	i	i	-15.8
CCSc1nnc(NC(=O)CSc2nnc(C)c(=O)n2N)s1	i	i	0.3	i	0.7	i	i	.	i	i	-1.8
